From PubChem BioAssay
LYP inhibition: inhibitors of LYP phosphatase, biochemical, fluorescence intensity, uHTS (AID 1779) | recombinant LYP phosphatase, fluorescence intensity; higher % means a stronger effect | 0.054% of 290,000 active | inhibition, % at 11.5 µM; hits with a dose series show IC50 in µM; in the data active = inhibition above about 50%;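 note: plate controls were vehicle with enzyme for no effect and no enzyme for full effect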
AID2073: disruptors of CaV2.2 binding to Mint1 – biochemical, HTRF (AID 2073). HTRF protein-protein interaction, Mint1-CaV2.2; higher % means a stronger effect. 0.19% of 290,000 active. inhibition, % at 20 µM, or IC50 in µM where a hit was titrated; in the data active = inhibition mostly above about 51%, no sharp cut-off; inconclusive = no clear call, values can overlap the other calls; inactive = mostly below about 53%; note: some results filed as inactive read as strong as hits
RSV antiviral HEp-2: inhibition of RSV-induced cytopathic effect – HEp-2 cells, primary 10 µM value included (AID 2391); one-dose CPE inhibition, % at 10 µM; IC50 in µM for titrated hits; HEp-2 cells, RSV-induced CPE inhibition; higher % means a stronger effect; 0.13% of 310,000 active; in the data active = a potency from the dose series; inconclusive = CPE inhibition mostly from about 23% at the one dose, without a potency; inactive = the rest, 99 in 100 with CPE inhibition below about 21%; note: strong numbers were not always called active
Siah-1 displacement: Siah-1 peptide-binding antagonists, primary screen, biochemical, fluorescence polarization, rhodamine-plectin, uHTS (AID 1817) | Siah-1 / rhodamine-plectin peptide fluorescence polarization; higher % means a stronger effect | one-dose displacement, % at 20 µM; IC50 in µM for titrated hits | 0.02% of 290,000 active;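 active = displacement of at least 50% at 20 µM, with a fluorescence ratio check between 0.3 and a set limit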;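 note: plate controls were Siah plus tracer with DMSO for no effect and tracer alone without Siah for full effect; strong numbers were not always called active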
SV40 large T antigen: SV40 large T antigen inhibitors, biochemical (AID 1903) | SV40 large T antigen ATPase/helicase inhibition assay; higher % means a stronger effect | one-dose inhibition, % at 20 µM; IC50 in µM for titrated hits | 0.39% of 310,000 active; in the data active = a potency from the dose series; inconclusive = inhibition mostly from about 32% at the one dose, without a potency; inactive = the rest, 99 in 100 with inhibition below about 32%; note: strong numbers were not always called active
XIAP displacement: XIAP antagonists, biochemical, IAP family, fluorescence polarization (AID 1018); displacement, % at 20 µM; hits with a dose series show IC50 in µM; 0.007% of 200,000 active; XIAP BIR domain, fluorescence polarization peptide displacement; higher % means a stronger effect; in the data active = displacement above about 50%; note: a part of the inactive calls stands beside numbers as strong as those of hits
MgcRacGAP inhibition: MgcRacGAP GTPase-activating activity inhibitors, confirmation, biochemical, ADP Hunter fluorescence; MgcRacGAP-stimulated Rac1 GTP hydrolysis, ADP Hunter fluorescence; higher % means a stronger effect; GST-tagged Rac1 F28L mutant substrate; inhibition, % at 30 µM, or IC50 in µM where a hit was titrated; 0.6% of 340,000 active; AID 624330;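 active = first-screen hits whose inhibition reached a set limit at any dose in the follow-up dose series; inconclusive = inhibition above the set first-screen limit but never retested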;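 note: fluorescence reports GDP produced by GAP-driven GTP hydrolysis; strong numbers were not always called active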
HIV fusion peptide: cell-free HIV fusion peptide-binding blockers – biochemical, uHTS, fluorescence dequenching, primary screen (AID 1986); cell-free peptide binding, fluorescence dequenching, 30 min; higher % means a stronger effect; one-dose inhibition, % at 20 µM; IC50 in µM for titrated hits; 0.3% of 290,000 active; in the data active = inhibition mostly above about 52%, no sharp cut-off; inactive = mostly below about 76%; note: some results filed as inactive read as strong as hits
Dengue-2 NS5 capping: Dengue-2 NS5 methyltransferase inhibitors, primary screen, biochemical, confirmation dose response (AID 588689). Dengue-2 NS5 methyltransferase capping enzyme assay, biochemical; higher % means a stronger effect. inhibition, % at 25 µM, or IC50 in µM where a hit was titrated. 0.3% of 340,000 active; in the data active = a potency from the dose series; inconclusive = inhibition above about 29% without an active follow-up result
Dengue-2 NS5 capping pilot replicate: further read-out of Dengue-2 NS5 capping, marked with its call; inhibition, %; measured here: pilot screen replicate inhibition
* = called active by the depositor; ? = inconclusive; . = no result given.

SMILES	LYP inhibition	AID2073	RSV antiviral HEp-2	Siah-1 displacement	SV40 large T antigen	XIAP displacement	MgcRacGAP inhibition	HIV fusion peptide	Dengue-2 NS5 capping	others
O=C(NCc1ccccc1)C1CC(=O)N(C2CCCCCC2)C1 (stereo not drawn)	-6%	-5%	4.5%	10%	1%	-6.3%	-4%	-0.1%	-2%
Cn1c(SCC(=O)N2CCCCCC2)nc2c([nH]c3ccccc32)c1=O	5%	8%	1.3%	0%	-10%	-0.6%	6%	0.9%	2%
Cc1ccccc1CSCc1nc(N)nc(Nc2ccccc2C)n1	3%	-2%	1.9%	2%	19%	-8.8%	5%	-0.4%	0%
CC(C)COc1cccc(C(=O)Nc2ccc(N3CCOCC3)cc2N2CCOCC2)c1	.	.	7.4%	.	22%	.	9%	.	4%
O=c1c2c(C(F)(F)F)cc(C(F)(F)F)nc2[nH]n1-c1ccccc1	-7%	-7%	.	-3%	11%	-2.5%	6%	3.5%	12%
CCOC(=O)c1sc(C)c2c(=O)n(CC)nnc12	-4%	2%	0.3%	5%	11%	-4.3%	4%	2.3%	-1%
COc1ccccc1NC(=O)COc1ccc(/C=N/n2cnnc2)cc1OC	3%	2%	0.5%	1%	45%	0.0%	3%	-0.9%	-2%
Cc1ccc(CC(=O)Nc2ccc(OC(F)F)c(Cl)c2)cc1C	-6%	-1%	16%	-1%	10%	-6.3%	-2%	1.9%	2%
COc1ccc(NC(=O)CSc2nc(N)c3cc4c(nc3n2)CC(C)(C)OC4)cc1	-2%	9%	0.3%	-3%	16%	.	2%	-0.7%	-2%
CN1CCN(c2nc3ccccn3c(=O)c2/C=C(\C#N)S(=O)(=O)c2ccccc2)CC1	0%	18%	.	-1%	14%	.	11%	-1.8%	5%
Cc1cc(C)c(S(=O)(=O)/N=C2/C=C(Sc3ncn[nH]3)C(=O)c3ccccc32)cc1C	2%	8%	-1.3%	19%	?	-9.3%	5%	4.8%	?
Cn1c(-c2ccccc2)cc2c3no[n+]([O-])c3ccc21	-1%	-4%	-3.8%	2%	21%	-3.9%	9%	-1.4%	1%
CC1(C)SC2c3ccccc3C(=O)N2[C@@H]1C(=O)NC1CCCC1 (stereo partly drawn)	-8%	-10%	-0.1%	5%	8%	.	8%	1.1%	-11%
Fc1cccc(NCc2ccoc2)c1	0%	-8%	0.3%	5%	7%	0.7%	8%	-0.1%	-6%
O=C(CSc1ncnc2scc(-c3ccc(Cl)cc3)c12)NCc1ccc2c(c1)OCO2	-2%	19%	.	7%	0%	-4.8%	7%	1.0%	3%
Cc1ccccc1CN1CCN(C(=O)c2cc(-c3ccncc3)nc3ccccc23)CC1	7%	-3%	4.0%	5%	9%	.	3%	0.3%	1%
CCSC1=N/C(=C\c2ccc(C(=O)O)cc2)C(=O)S1	-6%	-1%	1.5%	-4%	4%	-7.7%	10%	-0.1%	10%
CC1=Nc2ccccc2/C1=C\c1nc(-c2ccc(F)cc2)oc1O	3%	8%	0.1%	26%	12%	29%	9%	-0.8%	?
Cc1ccc(-n2c([S-])c(C(=O)NC(C)c3ccccc3)[n+]3ccccc23)cc1 (stereo not drawn)	4%	17%	-1.1%	4%	3%	-5.1%	8%	-0.9%	-2%
O=C(CCC(=O)OCCCC(F)(F)C(F)(F)F)Nc1ccc(Cl)cc1Cl	-4%	14%	.	1%	3%	-3.2%	12%	-1.7%	-1%
CCOc1ccc2[nH]c(=O)c(CN(Cc3ccc(F)cc3)C(=O)N3CCCC3)cc2c1	-12%	-3%	3.5%	-1%	-2%	-4.5%	-4%	2.0%	-7%
O=C(Nc1cccc2nsnc12)c1cccnc1Cl	-8%	19%	1.2%	3%	2%	-4.0%	0%	-0.1%	-5%
Cc1cc([N+](=O)[O-])ccc1Nc1nc2ccccc2n2cnnc12	-5%	38%	?	-4%	5%	.	7%	-2.8%	-5%
COCC(=O)Nc1nc2n(n1)C(c1ccccc1Cl)CC(c1ccc(OC)cc1)N2 (stereo not drawn)	-1%	37%	1.4%	2%	7%	-13%	4%	-0.1%	-2%
Cc1ccc(Nc2cc(C)nc(-c3ccccc3)n2)cc1	1%	10%	?	0%	11%	.	8%	-2.3%	-1%
SMILES	LYP inhibition	AID2073	RSV antiviral HEp-2	Siah-1 displacement	SV40 large T antigen	XIAP displacement	MgcRacGAP inhibition	HIV fusion peptide	Dengue-2 NS5 capping	others
CC1(C)Cc2c(C#N)c(SCCOc3ccccc3)nc(N3CCOCC3)c2CO1	5%	15%	-0.3%	1%	14%	-9.8%	9%	-2.5%	-3%
Cc1c(-c2ccccc2)oc2c(C(=O)OCC(=O)Nc3ccc(F)cc3)cccc2c1=O	2%	10%	4.9%	-1%	15%	-3.1%	8%	-0.8%	.
CCCN1C(=O)/C(=N\OCC(=O)Nc2ccc(C(C)C)cc2)c2ccccc21	3%	4%	8.7%	-4%	6%	-4.5%	8%	0.7%	1%
Cc1ccc(S(=O)(=O)N(C)C)cc1NC(=O)CN1C(=O)NC(Cc2ccccc2)C1=O (stereo not drawn)	.	.	1.5%	.	10%	.	5%	.	1%
Cc1cc(C)c2sc(N(CCN(C)C)C(=O)c3cc(Cl)sc3Cl)nc2c1	-4%	24%	-2.1%	8%	3%	-1.3%	4%	1.7%	-8%
CNC(=O)NC(=O)C(c1ccccc1)N(C)CC1COc2ccccc2O1 (stereo not drawn)	-6%	-5%	0.9%	3%	9%	.	2%	-1.1%	-4%
CN1CCN(C(=O)c2ccc(CSc3ccc(Cl)cc3)cc2)CC1	-2%	0%	6.6%	7%	17%	-3.6%	5%	1.7%	-2%
Cc1ccc(S(=O)(=O)N2CCC(C(=O)NCCC3=CCCCC3)CC2)cc1C	.	.	-2.7%	.	4%	.	8%	.	-9%
O=C(O)c1ccc(Nc2nc(-c3ccccc3)nc3ccccc23)cc1	-1%	22%	2.0%	9%	10%	.	6%	10%	4%
O=C(Nc1ccc2c(c1)nc1n2CCSC1)c1ccco1	-8%	48%	0.8%	7%	-3%	-2.3%	6%	-2.5%	-10%
COc1ccc(C2N(C(C)=O)CCCN2S(=O)(=O)c2ccc(C)cc2)cc1 (stereo not drawn)	-6%	6%	5.6%	-1%	3%	.	0%	0.1%	2%
COc1ccc(CNc2nc(NCc3ccc(OC)cc3)n(S(C)(=O)=O)n2)cc1	0%	-6%	0.5%	-3%	21%	-3.8%	9%	0.8%	7%
COc1ccc(/C=C2\SC(=N)N(c3ccc(F)cc3)C2=O)cc1	-6%	27%	-0.1%	11%	4%	-6.7%	-3%	4.3%	8%
CCCCN(CCCC)Cc1ccc(C(=O)NN)o1	-4%	-11%	1.3%	5%	6%	-0.4%	-3%	0.4%	19%
O=C(CCCc1ccccc1)NC12CC3CC(CC(C3)C1)C2	-9%	-2%	2.0%	-1%	16%	.	4%	-0.3%	-3%
Oc1ccccc1/C=N/Nc1ccnc(SCc2ccccc2)n1	-5%	-13%	2.5%	-8%	8%	-6.0%	5%	-6.3%	0%
COc1ccc(Cl)cc1NC(=S)NC1CCCC1	-7%	0%	2.6%	0%	-7%	.	-3%	1.1%	4%	Dengue-2 NS5 capping pilot replicate=-1.5
Brc1cc2c(cc1Br)OCCOCCOCCOCCO2	-6%	-2%	2.9%	-6%	8%	-7.8%	5%	-1.6%	-6%
Cc1ccccc1NC(=O)c1ccc2c(c1)OCCO2	-4%	1%	0.1%	-2%	8%	-6.7%	10%	0.8%	2%
COc1ccccc1CC(=O)N1CCC(CCC(=O)NC2CC2)CC1	-8%	-6%	2.0%	-1%	3%	.	-5%	-1.6%	-1%
CC1(C)Cc2c(cnn2-c2ccc(F)cc2)C(NC(=O)Cn2cncn2)C1 (stereo not drawn)	-9%	0%	-0.5%	2%	15%	.	7%	0.9%	-1%
COc1ccc(Sc2nc(-c3ccccc3)ncc2OC)cc1	2%	22%	-0.6%	12%	1%	-2.8%	5%	-0.7%	-3%
O=C(COc1nsnc1N1CCOCC1)N1CCOCC1	-14%	5%	.	-6%	4%	-2.0%	3%	1.9%	-4%
Cc1c(CC(=O)NCC(=O)NCC(=O)O)c(=O)oc2cc3c(cc12)CCC(C)(C)O3	-13%	16%	2.0%	-1%	6%	.	-4%	0.3%	-3%
NS(=O)(=O)c1ccc(CNC(=O)/C=C/c2ccc(S(=O)(=O)N3CCOCC3)cc2)cc1	3%	4%	-0.9%	0%	5%	.	-4%	0.4%	-8%

A section taken from the entries so far, for reference:
SMILES	LYP inhibition	AID2073	RSV antiviral HEp-2	Siah-1 displacement	SV40 large T antigen	XIAP displacement	MgcRacGAP inhibition	HIV fusion peptide	Dengue-2 NS5 capping	others
O=C(COc1nsnc1N1CCOCC1)N1CCOCC1	-14%	5%	.	-6%	4%	-2.0%	3%	1.9%	-4%
Cc1c(CC(=O)NCC(=O)NCC(=O)O)c(=O)oc2cc3c(cc12)CCC(C)(C)O3	-13%	16%	2.0%	-1%	6%	.	-4%	0.3%	-3%
NS(=O)(=O)c1ccc(CNC(=O)/C=C/c2ccc(S(=O)(=O)N3CCOCC3)cc2)cc1	3%	4%	-0.9%	0%	5%	.	-4%	0.4%	-8%

New compounds follow:
SMILES	LYP inhibition	AID2073	RSV antiviral HEp-2	Siah-1 displacement	SV40 large T antigen	XIAP displacement	MgcRacGAP inhibition	HIV fusion peptide	Dengue-2 NS5 capping	others
CCN(CC)S(=O)(=O)c1ccc(OC)c(NC(=O)C(C)Oc2ccc3c(C)cc(=O)oc3c2)c1 (stereo not drawn)	5%	15%	7.0%	3%	9%	-7.3%	7%	-3.0%	-3%
CCc1nnc(NC(=O)CSc2ccc(Cl)cc2)s1	-6%	9%	0.6%	-6%	10%	.	8%	1.4%	-3%
COn1c(SCC(=O)N(C)C)nc2ccccc2c1=O	-14%	2%	-0.3%	-1%	-7%	-1.5%	5%	-2.6%	0%
CN(CC1CCOCC1)C(=O)CC1C(=O)NCCN1CC(c1ccccc1)c1ccccc1 (stereo not drawn)	-7%	10%	1.1%	4%	6%	.	7%	1.5%	4%
COc1ccc(NC(=O)C2CCN(c3nc(C)cc(C)n3)CC2)cc1	-8%	5%	1.5%	-1%	17%	-2.0%	6%	-0.8%	-7%
O=C(c1cccc(S(=O)(=O)N2CCc3ccccc3C2)c1)N1CCN(c2ccccc2)CC1	5%	15%	?	3%	4%	-9.2%	7%	0.8%	-1%
O=C(O)c1cccc([N+](=O)[O-])c1C(=O)Nc1cccc2ccccc12	-4%	-22%	0.4%	-7%	0%	.	7%	3.7%	-3%
CCCNC(=O)CN1C(=O)COc2ccc(S(=O)(=O)N3CCCCCC3)cc21	-14%	-5%	1.1%	3%	5%	.	9%	-1.0%	-10%
CCCNC(=O)COC(=O)c1ccccc1C(=O)c1ccc(Cl)c([N+](=O)[O-])c1	3%	40%	14%	-1%	11%	-3.4%	6%	-0.2%	-2%
CC1CCCN(S(=O)(=O)c2ccc3c(c2)C(C)(C)C(=O)N3C)C1 (stereo not drawn)	-11%	11%	0.5%	4%	.	.	-5%	-0.3%	1%
CCCCNC(=O)NS(=O)(=O)c1ccc(C(=O)OC(C)C)o1	-4%	8%	0.2%	3%	10%	-3.2%	12%	-2.0%	1%
Cn1cnnc1SCC(=O)Nc1ncc(C(F)(F)F)cc1Cl	-1%	17%	-0.7%	1%	-3%	-7.8%	6%	-1.5%	-20%
